M1 antag: blocks human M1 muscarinic receptor. CHO-K1 hM1, Fluo-8 calcium fluorescence, ACh EC80 antagonist. P11229. inhibition, % at 3 µM. hit rate 1.3% among 360,000;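 active = percent inhibition above its own plate's cutoff, namely the mean of that plate's compound wells plus 3 SD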;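 also: peak over basal fluorescence ratio during 140 s after agonist addition; 0% = ACh EC80 plus DMSO and 100% = DMSO alone without agonist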
Target sequence (P11229 whole entry, looked up): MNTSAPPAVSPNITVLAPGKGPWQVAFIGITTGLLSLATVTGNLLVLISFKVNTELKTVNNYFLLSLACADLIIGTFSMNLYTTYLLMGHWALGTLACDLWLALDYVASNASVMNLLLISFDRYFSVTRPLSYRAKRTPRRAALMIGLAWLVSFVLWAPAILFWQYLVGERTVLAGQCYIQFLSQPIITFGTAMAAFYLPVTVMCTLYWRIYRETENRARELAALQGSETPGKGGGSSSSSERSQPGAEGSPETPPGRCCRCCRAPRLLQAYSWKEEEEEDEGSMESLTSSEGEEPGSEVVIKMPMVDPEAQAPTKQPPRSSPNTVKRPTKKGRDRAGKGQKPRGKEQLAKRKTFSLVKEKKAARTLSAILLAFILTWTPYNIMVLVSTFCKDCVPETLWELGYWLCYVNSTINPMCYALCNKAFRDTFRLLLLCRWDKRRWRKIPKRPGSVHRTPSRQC
CHO parental Ca: counter-screen for OX1R antagonists: effect in parental CHO cells; parental CHO-K1, ATP-induced calcium, Fluo-8 fluorescence; inhibition, % at 5.6 µM; hit rate 0.63% among 330,000; AID 463079;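 active = inhibition above that plate's mean sample inhibition plus 3 SD, cut at about 26% in these data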;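 also: 0% = ATP-challenged DMSO wells and 100% = DMSO wells without ATP; some compounds past the cut are filed as inactive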
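Material – parental CHO cells · Reagent – ATP stimulus · Compound – single nominal dose of 5.6 µM per compound · Detection – Fluo-8 fluorescence · Read-out basis – percent inhibition of calcium signal · Controls – ATP-challenged DMSO wells low, unchallenged DMSO wells high · Repeats – no replicates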
CHO-K1 Ca ag: nonselective activator or artifact in parental CHO-K1 cells; Fluo-8 calcium fluorescence; scaled to maximal ATP response, vehicle zero; activation, % at 3 µM; hit rate 0.48% among 360,000; AID 602248; in the data active = activation above about 15%;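 also: untransfected CHO-K1 host cells lacking M1 receptor as counterscreen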
CHO-K1 Ca PAM: counter-screen for M1 PAMs: effect in parental CHO-K1 cells. ATP EC20, Fluo-8 calcium fluorescence; 0% at ATP EC20, 100% at ATP max. activation, % at 3 µM. hit rate 0.02% among 360,000. AID 602247;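 active = activation above the run cutoff, the mean activation of all test compounds plus 3 SD, cut at about 40% in these data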;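 also: peak over basal fluorescence ratio in a 140 s read after ATP addition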
M1 ag: human M1 muscarinic receptor agonism. P11229. CHO-K1 hM1, Fluo-8 calcium fluorescence, agonist mode; 0% DMSO, 100% acetylcholine EC100. activation, % at 3 µM. hit rate 0.33% among 360,000. AID 588814;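 active = activation above the run's mean compound activation plus 3 SD, cut at about 16% in these data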;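 also: peak over basal fluorescence ratio within a 140 s kinetic read after compound addition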
CHO-K1 Ca antag: nonselective inhibitor or artifact in parental CHO-K1 cells. ATP-induced calcium, Fluo-8 fluorescence. inhibition, % at 3 µM. hit rate 0.6% among 360,000;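 active = inhibition above a per-plate cutoff, the plate's mean sample inhibition plus 3 SD, cut at about 24% in these data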;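 also: 0% = DMSO plus EC80 ATP and 100% = DMSO alone without ATP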
OXTR potentiate: human OXTR potentiation; hit rate 0.061% among 320,000; CHO-OTR cells, Fluo-8 calcium fluorescence, potentiator mode; 0% = oxytocin EC15, 100% = EC100; activation, % at 3 µM; P30559;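 active = activation above that plate's cutoff, the mean activation of tested compounds plus 3 SD, cut at about 6.6% in these data, passing the limit was not always enough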;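 also: 100% uses oxytocin at 75 nM as the full agonist control; some results filed as inactive read as strong as hits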
Target sequence (P30559 whole entry, looked up): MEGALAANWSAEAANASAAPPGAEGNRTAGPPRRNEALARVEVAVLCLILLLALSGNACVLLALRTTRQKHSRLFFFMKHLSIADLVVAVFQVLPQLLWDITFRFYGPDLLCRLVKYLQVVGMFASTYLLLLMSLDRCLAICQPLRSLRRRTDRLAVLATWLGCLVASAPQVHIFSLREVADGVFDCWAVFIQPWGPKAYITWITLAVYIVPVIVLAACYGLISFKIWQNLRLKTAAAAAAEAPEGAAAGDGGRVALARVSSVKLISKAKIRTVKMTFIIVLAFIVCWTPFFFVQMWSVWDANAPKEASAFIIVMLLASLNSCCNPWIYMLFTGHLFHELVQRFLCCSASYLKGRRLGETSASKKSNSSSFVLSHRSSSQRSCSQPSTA
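Assay system: CHO cell line stably expressing human OTR. Reagent: EC15 oxytocin agonist. Dosing: single dose, 3.0 µM nominal final compound concentration. Timing: compound 6 min at room temperature before oxytocin, 100 s read. Signal: kinetic Fluo-8 calcium fluorescence. Controls: oxytocin EC15 low and EC100 high.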
TAAR1 agonist: human TAAR1 agonism. Q96RJ0. hit rate 0.99% among 360,000. activation, % at 3 µM. AID 624467. CHO RD-HGA16 TAAR1, Fluo-8 calcium fluorescence; vehicle wells 0%, saturating PEA agonist 100%;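 active = activation above the mean activation of all test compounds in the run plus 3 SD, cut at about 38% in these data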
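Assay system – CHO-derived RD-HGA16 cells with stable Gα16 and human TAAR1 · Compound dosing – one-point dosing at 3 µM (nominal) · Incubation – 17-24 h seeding, 75 min 37 °C dye, 30 min RT · Measured by – kinetic Fluo-8 calcium fluorescence · Control set – DMSO vehicle as 0%, PEA at EC100 as 100% · Repeats – single well for each compound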
TAAR1 antagonist: human TAAR1 antagonism | CHO RD-HGA16 TAAR1, Fluo-8 calcium fluorescence, antagonist | Q96RJ0 | hit rate 1.5% among 360,000 | inhibition, % at 3 µM;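 active = inhibition above a per-plate cutoff, the mean inhibition of test compounds on that plate plus 3 SD, cut at about 49% in these data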;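 also: 0% = DMSO plus EC80 beta-PEA response and 100% = DMSO alone without agonist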
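Test system – hTAAR1-expressing CHO RD-HGA16 cells, Gα16-coupled · Reagent – β-PEA at EC80 concentration, post-compound challenge · Compound dosing – 3 µM, single point · Timing – 140 s kinetic read after compound, 140 s after agonist · Detection – Fluo-8 intracellular calcium dye fluorescence, real-time kinetic reads · Control set – DMSO and EC80 PEA controls · Repeats – n of 1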
* marks the source's active call; other numbers are inactive results; . = no result given. The order is random; any-hit rate near 4.2%.

entry	Compound	M1 antag	CHO parental Ca	CHO-K1 Ca ag	CHO-K1 Ca PAM	M1 ag	CHO-K1 Ca antag	OXTR potentiate	TAAR1 agonist	TAAR1 antagonist
1	C/C(Cl)=C/Cn1c(SC(C)C)nc2c1c(=O)[nH]c(=O)n2C	-7	-16	1.5	26	-9	-24	2	.	.
2	O=C(c1cccc(S(=O)(=O)N2CCCC2)c1)N1CCCc2ccccc21	-3	-3	2.7	5	-3	-16	-8	1	19
3	Cc1ccc(NS(=O)(=O)c2ccc(CCC(=O)N3CCOCC3)cc2)cc1	-11	-7	2.3	16	-1	-3	-17	19	1
4	Cc1ccc(N(CC(=O)NC2CCCCC2)C(=O)CNC(=O)c2ccco2)cc1C	-10	-28	1.9	8	-5	-10	-13	-2	-9
5	COc1ccc2c(c1)CCCC21NC(=O)N(CC(=O)c2cc(F)ccc2F)C1=O (stereo not drawn)	2	-25	0.2	6	-3	-10	5	0	0
6	CCN(C(=O)COC(=O)c1cc([N+](=O)[O-])ccc1N1CCOCC1)c1ccccc1	1	-23	3.0	7	-2	0	-4	10	9
7	Cc1ccc(NC(=O)C=NOCC(=O)Nc2cc(C)cc(C)c2)cc1	8	4	0.7	15	-7	-10	-5	-2	-17
8	Cc1ccc(C(=O)NNC(=O)c2ccc(Br)s2)cc1S(=O)(=O)N1CCOCC1	-6	-17	1.1	17	-1	-20	2	11	8
9	O=C(OCCN1CCN(c2ncc(C(F)(F)F)cc2Cl)CC1)c1ccc(Cl)cc1	0	2	-0.1	1	-3	-7	-23	13	-8
10	COc1ccc(C(=O)NCCn2cc(SCC(=O)N3CCOCC3)c3ccccc32)cc1	-6	-23	1.0	8	-2	0	-16	5	-7
11	O=c1c(-c2ccccc2)nnc2sc(COc3ccc(Br)cc3)nn12	-7	.	-0.7	-18	2	1	.	3	-8
12	Cc1ccc(CNC(=O)Nc2ccc(C)cc2)cc1	-5	-2	0.1	-8	-9	-4	0	30	9
13	CC(OC(=O)c1ccc2ccccc2n1)C(=O)Nc1ccc(N2CCOCC2)cc1 (stereo not drawn)	-11	-5	0.1	10	-4	-5	-8	15	-22
14	COc1ccccc1N1CCN(S(=O)(=O)CCNC(=O)c2ccc(OC(C)C)cc2)CC1	-6	-24	8.0	-6	2	-3	-12	6	11
15	CCOC(=O)c1c(N)c2cc([N+](=O)[O-])cnc2n1C	-2	3	0.5	19	-3	-12	2	-1	-1

entry	Compound	M1 antag	CHO parental Ca	CHO-K1 Ca ag	CHO-K1 Ca PAM	M1 ag	CHO-K1 Ca antag	OXTR potentiate	TAAR1 agonist	TAAR1 antagonist
16	CC1CCCC(NC(=O)C2N(CCCN3CCCC3)C(=O)C3C(C(=O)Nc4cccc(Cl)c4)C4C=CC32O4)C1C (stereo not drawn)	1	-26	0.0	0	-9	-6	-11	-4	15
17	COc1cccc(NC(=O)CN(C)C(C)C(=O)Nc2ccc(S(=O)(=O)N3CCOCC3)cc2)c1 (stereo not drawn)	-3	-11	2.4	13	-3	-7	-7	2	-26
18	Cc1ccc(N2CCN(c3cc(C)nc4nc(C)nn34)CC2)c(C)c1	-11	-22	-0.3	8	0	3	-2	3	-34
19	Cc1cccc(NC(=O)N2CCCC2C(=O)NCc2cccs2)c1 (stereo not drawn)	-1	-31	0.0	14	-2	-9	-6	11	-28
20	CCOc1ccccc1OCCC(=O)Nc1ccc(F)c(Cl)c1	-8	-13	4.6	7	-6	-11	-6	1	8
21	COc1ccc(NC(C(=O)Nc2cccc(C(C)=O)c2)c2ccccc2)cc1 (stereo not drawn)	-3	-7	0.7	6	-2	-7	-2	0	11
22	C/C(=N\NC(=O)c1cccc(S(=O)(=O)N2CCOCC2)c1)c1ccc(C#N)cc1	-5	-1	6.4	-15	-2	18	-7	-1	-9
23	Cc1nc(SCC(=O)NCCc2ccccc2)c2c(=O)n(C)c(=O)n(C)c2n1	-9	-8	-0.5	-26	-1	11	2	0	-3
24	CCOC(=O)C1CCCN(C(=O)CC(C)c2ccccc2)C1 (stereo not drawn)	-5	-13	1.1	22	-3	-21	-2	3	-7
25	COc1ccc(/C=C2\NC(=O)C(C=NCc3ccccc3)=C2O)cc1	7	0	0.9	-10	-5	9	-10	0	8
26	CCC(=O)N(C1=C(NC(C)C)C(=O)c2ccccc2C1=O)C(C)C	7	-5	0.3	-4	-7	1	-8	8	-21
27	COc1ccc(-c2cc(C#N)nc(NN)n2)cc1	-14	-5	-0.2	0	-5	-2	-2	-4	4
28	O=C(COC(=O)c1cnccn1)Nc1ncc(Cl)cc1Cl	-16	-6	0.0	-14	-2	4	-10	1	5
29	CN(C)C(=O)C[n+]1ccc(/C=N/O)cc1	-9	-7	1.4	29	-3	-5	2	0	8
30	CN1CCN(c2ncccc2S(=O)(=O)N2CCCCC2)CC1	99*	-5	0.4	-10	-5	19	0	14	12

entry	Compound	M1 antag	CHO parental Ca	CHO-K1 Ca ag	CHO-K1 Ca PAM	M1 ag	CHO-K1 Ca antag	OXTR potentiate	TAAR1 agonist	TAAR1 antagonist
31	Cc1cc(C(=O)N/N=C/c2cccc(Cl)c2Cl)no1	-3	-5	0.0	-7	-2	15	-9	2	-5
32	Cc1ccc(CN2CCC(N3CC(C)OC(C)C3)CC2)cc1 (stereo not drawn)	8	.	0.2	-9	-7	-2	.	0	7
33	O=C(CCc1ccccc1)Nc1ncc2c(n1)CCCC2=O	-9	-10	0.9	16	-4	-4	-8	3	9
34	COC(=O)/C=C/c1ccc(-n2ccnc2)cc1	-5	4	0.4	25	-10	-11	-7	6	16
35	CC(C)c1ccc(CC(=O)N2CCC2(C)C(=O)Nc2cccc(C#N)c2)cc1 (stereo not drawn)	16	.	6.7	-1	0	15	.	1	-2
36	CNC(=S)NCCCc1ccccc1	17	-2	0.1	9	-5	-9	-8	6	-6
37	COc1cccc(-c2ccc(C#N)c(OC(=O)c3c(Cl)cccc3Cl)n2)c1	5	-17	0.8	21	-3	-2	-18	11	48
38	O=C(COC(=O)c1ccccc1Cl)NC1CCCCCCC1	-8	.	0.2	-7	-6	-1	.	-1	-20
39	Cc1ccc2cccc(OCC(=O)N3CC(C)CC(C)C3)c2n1 (stereo not drawn)	-6	-10	0.4	2	-4	0	-6	10	5
40	Cc1c(C(=O)Nc2ccc3c(c2)OCO3)sc2ncn(CC(=O)N3CC(C)CC(C)C3)c(=O)c12 (stereo not drawn)	-8	-5	1.8	21	-5	-19	-7	16	8
41	CC(=O)C1=C(C)OC(N)=C(C#N)C1c1cccc2ccccc12 (stereo not drawn)	-5	-2	1.1	19	-3	-13	3	0	-3
42	CC(C)[C@H](NC(=O)c1ccccc1Cl)C(=O)OCc1cc(=O)n2cc(Br)ccc2n1	-7	-23	1.1	18	-6	-12	-9	3	-8
43	O=c1[nH]c(N2CCCCCC2)nc2ncn(Cc3ccccc3)c12	-10	-11	0.6	1	-3	-10	-9	1	-8
44	O=C(CCN1C(=O)C2CC=CCC2C1=O)N1CCN(c2ccccn2)CC1 (stereo not drawn)	9	-4	0.0	-5	-6	7	-16	3	12
45	COC(=O)c1cc(NC(=O)CC2NC3CCCCC3NC2=O)cc(C(=O)OC)c1 (stereo not drawn)	-2	-14	5.5	15	-6	-6	-10	3	2

entry	Compound	M1 antag	CHO parental Ca	CHO-K1 Ca ag	CHO-K1 Ca PAM	M1 ag	CHO-K1 Ca antag	OXTR potentiate	TAAR1 agonist	TAAR1 antagonist
46	CN(C)CCNC(=O)Cn1ccc2cc(S(=O)(=O)N3CCCCCC3)ccc21	1	-13	0.9	13	-5	-4	-2	3	4
47	C/C(CC(=O)NC1CCCCC1)=N\NC(=O)c1ccccc1C	-2	0	2.4	-12	1	13	0	-3	7
48	Cc1ccc2c(CC(=O)NNC(=O)c3ccccc3)coc2c1	2	0	-0.5	0	-3	1	-3	2	-3
49	COc1ccc(OC)c(NC(=O)CCN2CCCCCC2)c1	0	-4	0.1	4	-7	3	-8	2	12

Eight entries from above, screen by screen.
42. CC(C)[C@H](NC(=O)c1ccccc1Cl)C(=O)OCc1cc(=O)n2cc(Br)ccc2n1
43. O=c1[nH]c(N2CCCCCC2)nc2ncn(Cc3ccccc3)c12
44. O=C(CCN1C(=O)C2CC=CCC2C1=O)N1CCN(c2ccccn2)CC1 (stereo not drawn)
45. COC(=O)c1cc(NC(=O)CC2NC3CCCCC3NC2=O)cc(C(=O)OC)c1 (stereo not drawn)
46. CN(C)CCNC(=O)Cn1ccc2cc(S(=O)(=O)N3CCCCCC3)ccc21
47. C/C(CC(=O)NC1CCCCC1)=N\NC(=O)c1ccccc1C
48. Cc1ccc2c(CC(=O)NNC(=O)c3ccccc3)coc2c1
49. COc1ccc(OC)c(NC(=O)CCN2CCCCCC2)c1
Screen / compound no. | 42 | 43 | 44 | 45 | 46 | 47 | 48 | 49
M1 antag | -7 | -10 | 9 | -2 | 1 | -2 | 2 | 0
CHO parental Ca | -23 | -11 | -4 | -14 | -13 | 0 | 0 | -4
CHO-K1 Ca ag | 1.1 | 0.6 | 0.0 | 5.5 | 0.9 | 2.4 | -0.5 | 0.1
CHO-K1 Ca PAM | 18 | 1 | -5 | 15 | 13 | -12 | 0 | 4
M1 ag | -6 | -3 | -6 | -6 | -5 | 1 | -3 | -7
CHO-K1 Ca antag | -12 | -10 | 7 | -6 | -4 | 13 | 1 | 3
OXTR potentiate | -9 | -9 | -16 | -10 | -2 | 0 | -3 | -8
TAAR1 agonist | 3 | 1 | 3 | 3 | 3 | -3 | 2 | 2
TAAR1 antagonist | -8 | -8 | 12 | 2 | 4 | 7 | -3 | 12
